Source: PubChem
GLP1R inv ag – GLP-1 receptor (human) inverse agonism. P43220. HEK293 GLP-1R CRE-luciferase, luminescence, 24 h; GLP-1R form is constitutively active. Potency, µM (series often up to 38.3 µM), for the others: at the top dose activity change, negative = inhibition, actives largely listed as inhibitors. actives 1.6% (n = 410,000). AID 624417; note: potency is the fitted concentration of half-maximal effect; % is set by controls: 0 for no effect and ±100 for the full control effect; nearly all actives have a fitted effect of over 55% in size
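HEK293 cells stably co-expressing a cAMP-responsive luciferase reporter and constitutively active GLP-1R were seeded, incubated 12 h, then exposed to compounds for 24 h at 37 C. Luminescence was read 12 min after detection reagent; inverse agonists lower signal.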
IL2 activator – IL-2 activation; IL-2 activation reporter assay, cell-based qHTS; stimulated with anti-CD3/CD4/CD28 beads; in transgenic mouse T cells; actives 0.065% (n = 360,000); activation, % (series mostly up to about 46 µM); in the data active = activation above about 50%; inconclusive = mostly about 30% to 49%; note: 0% is about no effect
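Unstimulated transgenic mouse T cells; 60-min compound exposure; bead-based TCR/CD4/CD28 stimulation; 18 h culture, 37 degrees C; dual fluorescence (EGFP, DsRed) plate cytometry.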
HEK293 tox – cytotoxicity in counter-screen for GLP-1R inverse agonists. Potency, µM (series often up to 38.3 µM), without a hit: at the highest dose activity change, negative = inhibition, hits mostly inhibitors. HEK293 cAMP-luciferase reporter cells, luminescence, 24 h. actives 0.13% (n = 410,000);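 note: loss of luciferase light is scored as toxicity; potency is the fitted concentration of half-maximal effect; % is set by controls: 0 for no effect and ±100 for the full control effect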
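Compound-treated cells are incubated 24 hr at 37 deg C under 5% CO2 after a 12 hour attachment period, then luciferase detection reagent is added and luminescence is measured following 12 min at room temperature; lowered signal indicates toxicity.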
D3 ag – activates the human D3 dopamine receptor; P35462; AID 652048; max activation, %; D3R DiscoveRx beta-arrestin cells, luminescence, 90 min; actives 0.58% (n = 410,000); in the data active = max activation above about 30%; note: 0% is about no effect; mostly tested at two doses, the higher about 12 µM
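Agonist-mode cell screen: cells plated at 1500/well and incubated overnight at 37 °C, then exposed to library compounds for 90 min at 37 °C. Detection reagent was added for 30–60 min at room temperature, and luminescence was read.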
PLK1 PBD inh – PLK1 (human) polo-box domain binding inhibition. P53350. Plk1 PBD binding of FITC phosphopeptide, fluorescence polarization. Potency, µM, for inactives: max response, negative = inhibition, usual class: inhibitors. actives 2.8% (n = 360,000). AID 720504; note: potency is the fitted concentration of half-maximal effect; series mostly up to about 57 µM; % is set by controls: 0 for no effect and ±100 for the full control effect; nearly all actives have a fitted effect of over 65% in size
Target sequence (P53350 whole entry, looked up, the tested form may be a part): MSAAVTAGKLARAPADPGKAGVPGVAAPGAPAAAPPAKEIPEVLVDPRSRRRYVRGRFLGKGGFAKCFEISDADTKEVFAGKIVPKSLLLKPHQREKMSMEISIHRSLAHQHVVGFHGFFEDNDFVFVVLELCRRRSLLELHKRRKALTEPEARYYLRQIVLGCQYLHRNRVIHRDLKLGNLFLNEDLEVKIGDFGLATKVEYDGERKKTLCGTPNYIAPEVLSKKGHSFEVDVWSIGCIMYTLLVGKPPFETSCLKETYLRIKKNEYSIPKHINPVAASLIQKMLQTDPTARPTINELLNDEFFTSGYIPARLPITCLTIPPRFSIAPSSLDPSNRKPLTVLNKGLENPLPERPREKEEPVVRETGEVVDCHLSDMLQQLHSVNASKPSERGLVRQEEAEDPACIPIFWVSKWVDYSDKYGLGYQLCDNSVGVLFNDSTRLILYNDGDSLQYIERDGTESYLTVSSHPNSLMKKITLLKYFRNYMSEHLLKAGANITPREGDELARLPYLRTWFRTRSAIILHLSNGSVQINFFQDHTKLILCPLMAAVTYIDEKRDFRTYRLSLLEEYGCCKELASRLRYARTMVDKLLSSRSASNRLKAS
D3 antag – D3 dopamine receptor (human) antagonism; P35462; D3R cells, DiscoveRx beta-arrestin luminescence, antagonist mode; stronger effect = lower value; max response, negative = inhibition, %; actives 2.5% (n = 360,000); in the data active = max response below about -50%; inconclusive = no clear call, values can overlap the other calls; note: % is set by controls: 0 for no effect and ±100 for the full control effect; mostly tested at two doses, the higher about 12 µM
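Cells plated overnight at 1500 cells/well, then exposed to library compounds with dopamine controls for 90 minutes at 37 degrees C. DiscoveRx reagent added for 30–60 minutes at room temperature; luminescence read, quantitative HTS format.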
GLP1R ag – agonists of human GLP-1 receptor | Potency, µM (highest dose often 45.6 µM), for the others: at the highest dose activation, most hits filed as activators | HEK293 GLP-1R CRE-luciferase, luminescence, 4-6 h; cells express a hypersensitive GLP-1R form | actives 0.007% (n = 380,000) | P43220; note: potency is the fitted concentration of half-maximal effect; % of control where 0% means no effect
PI5P4K alpha inh – blocks human PI5P4K alpha kinase activity; P48426; PI5P4Kalpha enzyme, ADP-Glo luminescence, 60 min; stronger effect = lower value; max response, %; actives 1.2% (n = 330,000); AID 652105; active = max response of -50% or lower; inconclusive = between -30% and -50%; inactive = -30% or higher; note: value at the top dose of about 77 µM; % is set by controls: 0 for no effect and ±100 for the full control effect
Target sequence (P48426 whole entry, looked up): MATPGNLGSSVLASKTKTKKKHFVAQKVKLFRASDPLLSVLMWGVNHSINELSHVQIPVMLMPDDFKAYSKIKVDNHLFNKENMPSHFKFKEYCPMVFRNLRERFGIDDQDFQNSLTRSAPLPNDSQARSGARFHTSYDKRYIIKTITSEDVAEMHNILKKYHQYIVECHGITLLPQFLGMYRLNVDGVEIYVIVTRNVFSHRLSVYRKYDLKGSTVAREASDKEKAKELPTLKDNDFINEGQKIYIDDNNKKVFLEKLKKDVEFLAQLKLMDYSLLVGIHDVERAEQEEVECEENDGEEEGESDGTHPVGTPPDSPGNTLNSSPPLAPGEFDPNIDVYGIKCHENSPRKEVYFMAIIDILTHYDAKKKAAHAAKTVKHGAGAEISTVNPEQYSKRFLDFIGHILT
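ADP-Glo luminescence end-point after a 60 min room-temperature kinase reaction. PI5P4Kalpha and substrate in HEPES pH 7.4 buffer with EGTA, 0.1% CHAPS and 5% DMSO; ATP at 5 microM final.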
WRN inhibitor – blocks human WRN helicase. Q14191. WRN helicase unwinding, fluorescent forked duplex, kinetic. Potency, µM (doses to about 114 µM), inactives show top-dose activity change, negative = inhibition, usual class: inhibitors. actives 0.46% (n = 360,000). AID 651768; note: potency is the fitted concentration of half-maximal effect; % is set by controls: 0 for no effect and ±100 for the full control effect; nearly all actives have a fitted effect of over 55% in size
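WRN at 20 nM final preincubated with compound 15 min at room temperature; reaction started with 100 nM fluorophore/quencher forked duplex oligonucleotide and 2 mM ATP final. Unwinding followed kinetically by red fluorescence (ex 525, em 598 nm).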
Numbers without * were called inactive; ? = inconclusive; . = no result given; [ ] = dose if it differs, or a comment. Unless noted, calls come from the whole dose curve; as a rule, active = well fitted curve in the direction sought with a large enough effect; inconclusive = small, poorly fitted or top-dose-only effect, or another doubt; inactive = no such curve, though single readings can be large; an effect the other way counts as inactive or inconclusive. Compounds as they come; about 7.8% have a hit in one of these screens.

Sample of the layout:
SMILES	GLP1R inv ag	IL2 activator	HEK293 tox	D3 ag	PLK1 PBD inh	D3 antag	GLP1R ag	PI5P4K alpha inh	WRN inhibitor
S=C(NCc1ccccc1)N1CCN(c2cccc(Cl)c2)CC1	?	0.0	12%	-6	?	-19	11%	-4	8%
COC(=O)c1c(NC(=O)CSc2ccccc2N)sc(C)c1C	-20%	-0.7	4%	-4	-12%	-3	20%	9	?

The list itself (from the top)
SMILES	GLP1R inv ag	IL2 activator	HEK293 tox	D3 ag	PLK1 PBD inh	D3 antag	GLP1R ag	PI5P4K alpha inh	WRN inhibitor
S=C(NCc1ccccc1)N1CCN(c2cccc(Cl)c2)CC1	?	0.0	12%	-6	?	-19	11%	-4	8%
COC(=O)c1c(NC(=O)CSc2ccccc2N)sc(C)c1C	-20%	-0.7	4%	-4	-12%	-3	20%	9	?
O=C(O)CN(C1CCCCC1)S(=O)(=O)c1ccc(F)cc1	9%	-0.2	0%	-1	-8%	46	5%	0	9%
COCCC(=O)N1CCC(Oc2ccc(C(=O)NCCn3cccn3)cc2)CC1	-8%	9.0	2%	13	0%	3	-10%	3	-4%
CC1CC(C)CN(CCCNC(=O)c2ccc3c(c2)NC(=O)CS3)C1 (centres undefined)	-8%	-1.1	-11%	2	30µM*	-1	2%	-1	-6%
Cc1sc2ncnc(N3CCC(C(=O)Nc4ccccc4C(C)(C)C)CC3)c2c1C	?	-0.5	-4%	0	-7%	-22	-7%	-7	-11%
CCCCCCn1cc(CN2CC(N3CCN(C4CCN(C)CC4)CC3)CS2(=O)=O)nn1 (centres undefined)	-10%	3.0	6%	-3	-3%	16	-1%	16	-6%
COc1ccc(-c2nc3sc(CCNC(=O)c4cccc(C(F)(F)F)c4)c(C)n3n2)cc1	4%	.	-13%	5	.	.	1%	.	.
Cc1nn(CCC(=O)NNC(=S)Nc2ccc([N+](=O)[O-])cc2)c(C)c1[N+](=O)[O-]	4%	-0.9	12%	2	?	-6	10%	-1	1%
O=C(CS(=O)(=O)c1ccccc1)N1CCCCCC1	1%	-3.1	-9%	2	2%	0	-14%	-5	1%
Cn1c(=O)c2c(nc(CN3CCc4ccccc4C3)n2Cc2ccc(Cl)cc2)n(C)c1=O	17%	0.2	12%	-3	-6%	-6	-1%	.	-13%
Cc1ccc(-c2nn[nH]n2)cc1	-3%	-1.1	-6%	-1	-4%	-14	-2%	.	6%
COC(=O)C(NC=O)C(O)(Cc1ccccc1)C(F)(F)F (centres undefined)	-3%	1.4	50%	-2	-5%	2	12%	-5	-2%
CC(=O)Nc1cc(-c2ccc(C(=O)N3CCOCC3)cc2)cn2c(-c3ccccc3)cnc12	12%	-0.4	4%	2	?	8	7%	-9	-13%
COc1cnc(-c2ccccn2)nc1N(C)C	?	-1.9	?	-32	0%	?	17%	-1	-2%
Cc1ccc(NC(=O)c2ccc(Br)o2)c([N+](=O)[O-])c1	5%	-2.4	0%	1	6%	-14	2%	-7	-2%[57.1 µM]
COc1cccc(C(C(=O)NC2CCCCC2)N(C(=O)c2ccco2)c2ccccc2OC)c1 (centres undefined)	-17%	2.1	10%	3	-4%	4	9%	2	-3%
CCOC(=O)C1CCN(C(=O)COc2cccc(C)c2)CC1	0%	-1.6	-5%	20	-4%	4	0%	.	-6%
O=C(Nc1ccc(C(=O)O)cc1)/C(=C\c1ccco1)NC(=O)c1ccc(Br)cc1	-1%	-1.6	5%	3	-3%	9	-6%	2	5%
CCNS(=O)(=O)c1c(C)cc(C)c(N(C)S(=O)(=O)c2ccccc2)c1C	-15%	-5.7	-8%	-8	-5%	-19	7%	-6	-32%[57.1 µM]
CCOC(=O)CC(=O)CSCC(=O)Nc1ccc(C)cc1	-5%	-1.7	3%	17	?	5	-6%	.	-13%
CCNC(=O)N1CCCC(C(=O)c2ccc(OC)c(OC)c2)C1 (centres undefined)	40%[activator]	0.5	-3%	3	2%	17	4%	5	-1%[57.1 µM]
Cc1cc(NN)nc(Cc2ccccc2)n1	?	-0.3	-23%	-3	-1%	-7	19%	-4	-5%
Cc1ccc(NC(=O)CCC(=O)NNC(=O)COc2ccccc2)c(C)c1	1%	-0.5	-6%	-6	-20%	4	0%	-13	-3%
Cc1cccc(-n2cnc3cc(C(=O)NCC4CCCO4)ccc32)c1 (centres undefined)	-16%	-2.8	-22%	-7	0%	-10	0%	-10	16%
Remaining list, next part
SMILES	GLP1R inv ag	IL2 activator	HEK293 tox	D3 ag	PLK1 PBD inh	D3 antag	GLP1R ag	PI5P4K alpha inh	WRN inhibitor
NC(=O)c1ccccc1OCC(=O)c1ccc(Cl)cc1	12%	0.0	0%	-4	-25%	-29	2%	6	-11%
Cc1nc2c(c(C)nn2-c2ccccc2)c(C)c1C	27%	3.0	6%	-3	1%	8	10%	15	-35%
Cc1ccc(NC(=O)CNC(=O)c2ccc(Br)o2)nc1	-3%	0.4	-21%	-8	-6%	15	-2%	-6	8%
Cc1ccc(CNC(=O)CSc2nc(=O)n3cccc(C)c3n2)cc1	15%	-2.8	1%	0	-1%	3	0%	11	7%
CCOC(=O)C1=C(COC(=O)CSc2ccc(Br)cc2)NC(=O)NC1C (centres undefined)	14%	-3.2	22%	0	-16%	-6	4%	-2	-10%
CCCn1c(NCc2cccc(OC)c2O)nc2ccccc21	-23%	0.0	28%	-4	-3%	3	5%	0	-5%
CCc1c(C(=O)N/N=C/c2cccs2)nnn1-c1nonc1N	-11%	3.9	-7%	-14	-3%	3	4%	-23	-11%
CCNc1nc(NCC)n2c(SCC(=O)Nc3ccc(C)c(C)c3)nnc2n1	-16%	-2.0	-3%	6	-2%	8	11%	-9	-9%[11.6 µM]
COc1ccc(NC(=O)[C@@H]2CCCN2S(=O)(=O)c2cccc3cccnc23)cc1	13%	-0.2	-2%	7	-3%	-2	-4%	1	12%
CCOC(=O)C1CCN(c2nc(C)cc(C)c2C#N)CC1	-10%	-2.2	-1%	6	-3%	14	19%	0	-4%[57.1 µM]
Nn1c(COc2ccccc2)nc2ccccc2c1=O	5%	0.9	12%	-1	1%	-2	7%	3	2%
COC(=O)C(CC(C)C)NC(=O)CSc1nc(-c2ccccc2)c(C#N)c(=O)[nH]1 (centres undefined)	-1%	0.3	19%	-4	-13%	-14	-7%	-4	-2%
c1cncc(CNc2ncnc3sc4c(c23)CCCC4)c1	21%	-1.2	7%	1	-3%	2	18%	3	5%
Cc1c(S(=O)(=O)N2CCCC2)c(=O)n(C)c(=O)n1C	9%	2.4	11%	-4	-4%	-9	4%	3	2%
COc1ccc(CNC(=O)C(OC(=O)c2ccco2)c2ccccc2F)cc1 (centres undefined)	7%	0.8	8%	4	-12%	-1	3%	2	-9%
COc1cccc(N2C(=O)CN(Cc3ccc(OC)c(OC)c3)C2=S)c1	101%[activator]	-0.4	-3%	6	-5%	5	?	-1	-1%
C[C@@H]1CC[C@@]2(O[C@H](CCO)C[C@H](O)[C@H]2O)O1	15%	-0.4	-20%	14	-10%	15	5%	2	1%
COc1ccc(-c2onc(C)c2-c2cnn(-c3ccccc3)c2)c(O)c1C	?	0.5	1%	2	-6%	?	4%	-3	-5%
CCOC(=O)[C@@H]1[C@H]2COc3cc(OC)ccc3[C@@H]2N2C(=O)N(c3cccc(C)c3)C(=O)[C@@]12C	0%	0.6	-20%	5	3%	-21	-3%	0	7%

Ordered by molar mass (ascending): part of the list above
SMILES	GLP1R inv ag	IL2 activator	HEK293 tox	D3 ag	PLK1 PBD inh	D3 antag	GLP1R ag	PI5P4K alpha inh	WRN inhibitor
C[C@@H]1CC[C@@]2(O[C@H](CCO)C[C@H](O)[C@H]2O)O1	15%	-0.4	-20%	14	-10%	15	5%	2	1%
Cc1nc2c(c(C)nn2-c2ccccc2)c(C)c1C	27%	3.0	6%	-3	1%	8	10%	15	-35%
Cc1c(S(=O)(=O)N2CCCC2)c(=O)n(C)c(=O)n1C	9%	2.4	11%	-4	-4%	-9	4%	3	2%
NC(=O)c1ccccc1OCC(=O)c1ccc(Cl)cc1	12%	0.0	0%	-4	-25%	-29	2%	6	-11%
c1cncc(CNc2ncnc3sc4c(c23)CCCC4)c1	21%	-1.2	7%	1	-3%	2	18%	3	5%
CCCn1c(NCc2cccc(OC)c2O)nc2ccccc21	-23%	0.0	28%	-4	-3%	3	5%	0	-5%
Cc1cccc(-n2cnc3cc(C(=O)NCC4CCCO4)ccc32)c1 (centres undefined)	-16%	-2.8	-22%	-7	0%	-10	0%	-10	16%
Cc1ccc(NC(=O)CNC(=O)c2ccc(Br)o2)nc1	-3%	0.4	-21%	-8	-6%	15	-2%	-6	8%
Cc1ccc(CNC(=O)CSc2nc(=O)n3cccc(C)c3n2)cc1	15%	-2.8	1%	0	-1%	3	0%	11	7%
COc1ccc(-c2onc(C)c2-c2cnn(-c3ccccc3)c2)c(O)c1C	?	0.5	1%	2	-6%	?	4%	-3	-5%
COc1cccc(N2C(=O)CN(Cc3ccc(OC)c(OC)c3)C2=S)c1	101%[activator]	-0.4	-3%	6	-5%	5	?	-1	-1%
COc1ccc(CNC(=O)C(OC(=O)c2ccco2)c2ccccc2F)cc1 (centres undefined)	7%	0.8	8%	4	-12%	-1	3%	2	-9%
CCNc1nc(NCC)n2c(SCC(=O)Nc3ccc(C)c(C)c3)nnc2n1	-16%	-2.0	-3%	6	-2%	8	11%	-9	-9%[11.6 µM]
COc1ccc(NC(=O)[C@@H]2CCCN2S(=O)(=O)c2cccc3cccnc23)cc1	13%	-0.2	-2%	7	-3%	-2	-4%	1	12%
COC(=O)C(CC(C)C)NC(=O)CSc1nc(-c2ccccc2)c(C#N)c(=O)[nH]1 (centres undefined)	-1%	0.3	19%	-4	-13%	-14	-7%	-4	-2%
CCOC(=O)C1=C(COC(=O)CSc2ccc(Br)cc2)NC(=O)NC1C (centres undefined)	14%	-3.2	22%	0	-16%	-6	4%	-2	-10%
CCOC(=O)[C@@H]1[C@H]2COc3cc(OC)ccc3[C@@H]2N2C(=O)N(c3cccc(C)c3)C(=O)[C@@]12C	0%	0.6	-20%	5	3%	-21	-3%	0	7%
